Source: PubChem BioAssay (National Center for Advancing Translational Sciences (NCATS))
Imprint erasure – qHTS Assay for Compounds that Induce Erasure of Genomic Imprints. Potency, µM (series often up to 60.7 µM), for inactives: at the top dose activity change, positive = activation, hits mostly activators. mouse ES Peg3-LacZ reporter, beta-gal luminescence, 40 h. 110,000 tested, 0.02% active. AID 1948, 2009;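 note: 0% = negative control wells on the plate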
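Imprint erasure is scored as LacZ activity from the silenced maternal Peg3 allele in feeder-free female ES cells cultured 40 h with LIF. Luminescence is normalized to in-plate negative controls and fitted to the Hill equation.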
IkB sig inh – IkB Signaling; Potency, µM (series often up to 57.1 µM), for the others: at the top dose IkBa stabilization activation; ABC-DLBCL IkBa-CBG/CBR dual luciferase ratio, 4 h; response scale: scaled: untreated 0%, proteasome inhibitor 100%; AID 445, 2006; 110,000 tested, 0.04% active; active = well fitted curve in the direction sought with a large enough effect in the signal ratio, not every such curve was filed as active; inconclusive = small, poorly fitted or top-dose-only effect, or a change in a side signal; the % refers to the signal ratio;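 note: the direction sought is a rising ratio; 0% = basal untreated cells and 100% = reference inhibitor full response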
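Luminescence ratio of IκBα-fused green versus native red beetle luciferase in OCI-Ly3 cells, 4 h post-doxycycline with compound; red signal alone, scaled from basal (0%) to zero light (-100%), flagged nonspecific or cytotoxic effects.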
p53ts 39C kill – qHTS Screen for Compounds that Selectively Target Cancer Cells with p53 Mutations: Cytotoxicity of p53ts Cells at the Nonpermissive Temperature. H1299-p53A138V viability at 39C, ATP luminescence, 24 h. Potency, µM (doses to about 46.1 µM), for inactives: at the highest dose activity change, negative = cell killing, most hits filed as cytotoxic. 130,000 tested, 1.5% active. AID 902, 2007; note: nearly all actives have a fitted effect of over 55% in size
p53ts 32C kill – qHTS Screen for Compounds that Selectively Target Cancer Cells with p53 Mutations: Cytotoxicity of p53ts Cells at the Permissive Temperature. H1299-p53A138V at 32C, ATP luminescence viability, 24 h. Potency, µM (series often up to 46.1 µM), without a hit: top-dose activity change, negative = cytotoxicity, usual class: cytotoxic. 130,000 tested, 0.93% active. AID 924, 2007;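 note: 0% = DMSO and -100% = full killing by reference compound; nearly all actives have a fitted effect of over 55% in size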
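Viability by ATPlite luminescence after 24 h compound treatment (up to 46 uM) at the permissive 32C. Cells are H1299 carrying p53 A138V. Scale runs from DMSO basal to 100 uM tamoxifen as full kill; AC50 from Hill fits.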
An asterisk follows results filed as active; ? = inconclusive; [ ] = remark or other dose. Unless noted, calls come from the whole dose curve; as a rule, active = well fitted curve in the direction sought with a large enough effect; inconclusive = small, poorly fitted or top-dose-only effect, or another doubt; inactive = no such curve, though single readings can be large; an effect the other way counts as inactive or inconclusive. Unless noted, % is set by controls: 0 for no effect and ±100 for the full control effect; potency is the fitted concentration of half-maximal effect.

Short keys: A = Imprint erasure; B = IkB sig inh; C = p53ts 39C kill; D = p53ts 32C kill
Structure: CC(=O)N1CCCc2cc(S(=O)(=O)N3CCCC(C(=O)NC(C)C)C3)ccc21 (configuration not stated)
  A: -5.9%[10.9 µM] | B: ? | C: 8.0% | D: 6.8%

Structure: CCSc1nc2c([nH]c3ccccc32)c(=O)n1-c1ccc(OC)cc1
  A: ? | B: 0.5% | C: -3.6% | D: 3.9%

Structure: COc1ccc(-c2c(C#N)c(SCC(=O)Nc3ccccc3C)nc(C)c2C(=O)Nc2ccccc2)cc1OC
  A: -7.1%[10.9 µM] | B: 1.2% | C: 9.0% | D: 18.8%

Structure: COc1ccc(C2C3=C(CC(C)(C)CC3=O)Oc3ncn(CCCn4ccnc4)c(=N)c32)cc1 (configuration not stated)
  A: -3.5% | B: -3.4% | C: 10.7% | D: -1.9%

Structure: CCn1c(=O)cc(N2CCC3(CC2)OCCO3)[nH]c1=O
  A: -4.6% | B: 1.7% | C: -0.1% | D: -10.4%

Structure: Cc1cccc(NC(=O)C(C)Oc2ccccc2C)n1 (configuration not stated)
  A: -20.9% | B: -1.6% | C: 9.2% | D: 1.4%

Structure: O=C(O)C1[C@H]2C(=O)N(C3CCCC3)C[C@]23C=C[C@H]1O3 (some centres not stated)
  A: -3.1% | B: -1.0% | C: 2.5% | D: 0.1%

Structure: COc1ccc(C2C3=C(CCCC3=O)Nc3nc(SCc4ccccc4)nn32)cc1OC (configuration not stated)
  A: -2.3% | B: -2.6% | C: -5.4% | D: ?

Structure: Cc1ccc(-c2nnn(CC(=O)Nc3ccc4nn(-c5ccccc5)nc4c3)n2)o1
  A: -1.9% | B: 1.1% | C: -5.9% | D: 5.2%

Structure: COc1ccc(NC(=O)C2CCCN(S(=O)(=O)c3c(C)[nH]c(=O)[nH]c3=O)C2)cc1 (configuration not stated)
  A: 3.5%[10.9 µM] | B: 0.1% | C: -19.9% | D: 5.4%

Complete entries from above. Screens in order: Imprint erasure | IkB sig inh | p53ts 39C kill | p53ts 32C kill
COc1ccc(C2C3=C(CCCC3=O)Nc3nc(SCc4ccccc4)nn32)cc1OC (configuration not stated) as listed: -2.3% | -2.6% | -5.4% | ?
COc1ccc(NC(=O)C2CCCN(S(=O)(=O)c3c(C)[nH]c(=O)[nH]c3=O)C2)cc1 (configuration not stated) as listed: 3.5%[10.9 µM] | 0.1% | -19.9% | 5.4%
CCSc1nc2c([nH]c3ccccc32)c(=O)n1-c1ccc(OC)cc1 as listed: ? | 0.5% | -3.6% | 3.9%

Molecules shown so far that have an NH in an aromatic ring (three):
Short keys: A = Imprint erasure; B = IkB sig inh; C = p53ts 39C kill; D = p53ts 32C kill
Structure: CCSc1nc2c([nH]c3ccccc32)c(=O)n1-c1ccc(OC)cc1
  A: ? | B: 0.5% | C: -3.6% | D: 3.9%

Structure: CCn1c(=O)cc(N2CCC3(CC2)OCCO3)[nH]c1=O
  A: -4.6% | B: 1.7% | C: -0.1% | D: -10.4%

Structure: COc1ccc(NC(=O)C2CCCN(S(=O)(=O)c3c(C)[nH]c(=O)[nH]c3=O)C2)cc1 (configuration not stated)
  A: 3.5%[10.9 µM] | B: 0.1% | C: -19.9% | D: 5.4%
